# Bioassay records (PubChem)
# Akt phos inh – HTS Assay for Inhibitors of Akt Phophorylation: Primary Screen. Neuro2A IGF-stimulated pAkt S473 HTRF, 20 min; active compounds read low. activity change, % for hits at 50 µM. actives 0.32% (n = 360,000); in the data active = activity change below about -80%; inconclusive = mostly about -51% to -80%; note: % is set by controls: 0 for no effect and ±100 for the full control effect
#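 Neuro2A cells in DMEM with 0.5% FBS, overnight at 37 deg C, given compound at single 50 µM final, then IGF (6 nM final) for 20 min at 37 deg C. Lysed; phospho-Akt Ser473 by HTRF after 24 h, 665/615 ratio.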
# Mm-Cpn inhibitor – Inhibitors of TCP-1 ring complex (TRiC) of Methanococcus maripaludis (MmCpn): qHTS | purified Mm-Cpn ATPase, ADP Transcreener TR-FRET | Chaperonin Mm-Cpn (Methanococcus maripaludis) | AID 504842, 2011 | actives 0.031% (n = 330,000) | Potency, µM (titrated, usually from 76.9 µM), inactives show top-dose activity, negative = inhibition, most hits filed as inhibitors; note: potency is the fitted concentration of half-maximal effect; % is set by controls: 0 for no effect and ±100 for the full control effect; nearly all actives have a fitted effect of over 80% in size
#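 ATPase turnover read by TR-FRET ADP competition (Eu cryptate antibody/ADP-d2, 665/590 nm): 10uM ATP final, 25nM Mm-CPN final, 30 min 37degC after 10-min compound preincubation, pH 7.4 Tris/KCl/MgCl2/DTT buffer.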
# EPAC2 antag – qHTS for Antagonist of cAMP-regulated guanine nucleotide exchange factor 2 (EPAC2): primary screen. Rap guanine nucleotide exchange factor 4 (Homo sapiens), Q8WZA2. EPAC2 GEF exchange of Rap1B-BODIPY-GDP, fluorescence. Potency, µM (highest dose often 114 µM), inactives show top-dose activity, negative = inhibition, usual class: inhibitors. actives 0.18% (n = 360,000); note: potency is the fitted concentration of half-maximal effect; % is set by controls: 0 for no effect and ±100 for the full control effect; nearly all actives have a fitted effect of over 45% in size; many of its hits are not listed in these tables
# Target sequence (Q8WZA2 whole entry, looked up): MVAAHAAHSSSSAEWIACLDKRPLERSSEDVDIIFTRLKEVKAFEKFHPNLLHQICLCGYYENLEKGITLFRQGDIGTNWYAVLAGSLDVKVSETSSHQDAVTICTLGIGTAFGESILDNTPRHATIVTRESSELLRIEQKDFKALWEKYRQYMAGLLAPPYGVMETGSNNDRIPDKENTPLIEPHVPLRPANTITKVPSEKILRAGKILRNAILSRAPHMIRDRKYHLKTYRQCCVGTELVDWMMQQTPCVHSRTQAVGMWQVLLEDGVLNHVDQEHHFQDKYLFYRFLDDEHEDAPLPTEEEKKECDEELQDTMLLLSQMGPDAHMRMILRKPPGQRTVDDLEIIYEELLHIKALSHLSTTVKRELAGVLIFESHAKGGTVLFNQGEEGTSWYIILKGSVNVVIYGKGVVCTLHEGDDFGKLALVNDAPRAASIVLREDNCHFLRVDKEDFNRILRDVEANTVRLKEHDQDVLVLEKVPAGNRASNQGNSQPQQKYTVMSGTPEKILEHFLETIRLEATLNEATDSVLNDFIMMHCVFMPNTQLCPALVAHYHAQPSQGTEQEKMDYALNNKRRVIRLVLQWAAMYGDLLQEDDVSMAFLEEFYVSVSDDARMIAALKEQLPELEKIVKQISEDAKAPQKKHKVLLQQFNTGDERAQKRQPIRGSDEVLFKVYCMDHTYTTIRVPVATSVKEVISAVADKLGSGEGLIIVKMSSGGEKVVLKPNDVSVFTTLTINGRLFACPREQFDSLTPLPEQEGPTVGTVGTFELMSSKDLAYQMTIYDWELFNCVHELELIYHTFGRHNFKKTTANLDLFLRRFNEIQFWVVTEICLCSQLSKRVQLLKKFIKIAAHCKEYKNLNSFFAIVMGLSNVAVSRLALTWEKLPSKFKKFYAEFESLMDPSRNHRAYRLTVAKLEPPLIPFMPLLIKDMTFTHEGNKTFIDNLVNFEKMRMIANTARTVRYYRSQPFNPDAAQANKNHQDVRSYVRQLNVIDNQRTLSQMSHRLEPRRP
# Nrf2 ARE act – qHTS of Nrf2 Activators | AREc32 ARE-luciferase reporter (MCF7-derived line), luminescence, 24 h | actives 0.31% (n = 410,000) | Potency, µM (doses to about 46.1 µM), inactives show top-dose activation, actives largely listed as activators; note: potency is the fitted concentration of half-maximal effect; % of control where 0% means no effect; nearly all actives have a fitted effect of over 65% in size
#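 Quantitative high-throughput format: AREc32 reporter cells, 1000 per well, received compound by pin transfer and were incubated 24 hr at 37 deg C, 5% CO2, before Steady-Glo luminescence detection.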
# A549 viability – Nrf2 qHTS screen for inhibitors: counterscreen for cytotoxicity. Potency, µM (series often up to 46 µM), inactives show at the top dose activity change, negative = cytotoxicity, actives largely listed as inhibitors. actives 0.16% (n = 390,000). A549 ARE-Fluc cells, CellTiter-Fluor viability, 18-24 h; note: potency is the fitted concentration of half-maximal effect; % is set by controls: 0 for no effect and ±100 for the full control effect
#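 Cytotoxicity counterscreen: CellTiter-Fluor fluorescence was measured in A549 ARE_Fluc cells after 18-24 h of compound exposure in a concentration series. The subsequent BugLite luminescent read reports ARE-luciferase activity.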
# Nrf2 inh – Nrf2 qHTS screen for inhibitors | A549 ARE-Fluc reporter, luciferase luminescence, 18-24 h | Potency, µM (doses to about 46 µM), for inactives: at the highest dose activity change, negative = inhibition, hits mostly inhibitors | actives 2.1% (n = 360,000) | AID 504444, 2011; note: potency is the fitted concentration of half-maximal effect; % is set by controls: 0 for no effect and ±100 for the full control effect; nearly all actives have a fitted effect of over 60% in size
#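 Quantitative HTS in A549 cells stably bearing an antioxidant response element-firefly luciferase construct. Inhibition of Nrf2-driven transcription was scored by luminescence after 18-24 h of compound exposure at 37 °C.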
# TGFb inhibitor – qHTS for Inhibitors of TGF-b | HepG2 CAGA-GFP TGF-b/SMAD3 reporter, GFP fluorescence, 18 h; TGF-beta stimulated, 500 pg/mL final | Potency, µM (highest dose often 46.1 µM), for the others: at the highest dose activity, negative = inhibition, hits mostly inhibitors | actives 1.2% (n = 410,000) | AID 588855, 2011; note: potency is the fitted concentration of half-maximal effect; % is set by controls: 0 for no effect and ±100 for the full control effect; nearly all actives have a fitted effect of over 65% in size
#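 TGF-beta reporter screen: HEPG2 CAGA-GFP, 1% FBS, 500 pg/mL TGF-beta final, 18 h; per-cell GFP summed per well; curves fitted and categorized by class.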
# EPAC2 agonist – qHTS for Agonist of cAMP-regulated guanine nucleotide exchange factor 4 (EPAC2): primary screen; Rap guanine nucleotide exchange factor 4 (Homo sapiens), Q8WZA2; EPAC2 activation, biochemical qHTS; response scale: 100% = 6.5 mM cAMP response; Potency, µM (doses to about 154 µM), for the others: at the highest dose activation, usual class: activators; actives 0.079% (n = 360,000); note: potency is the fitted concentration of half-maximal effect; nearly all actives have a fitted effect of over 50% in size
#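 Readout is BODIPY fluorescence (480 nm excitation, 540 nm emission), which falls as labeled GDP is exchanged off Rap1B. EPAC2 at 100 nM acted on 250 nM RAP1B-BODIPY-GDP with 50 uM GDP present.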
# CCT modulator – High-Throughput Screening for Modulators of Cytosolic Chaperonin Activity | purified chaperonin ATPase assay, HTRF ADP detection, 30 min | activity change, % (test concentration not listed), hits read low | actives 0.3% (n = 360,000) | AID 651819, 2012; in the data active = activity change below about -30%; note: % is set by controls: 0 for no effect and ±100 for the full control effect
#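 First, chaperonin was dispensed at 40 nM or 20 nM final depending on batch activity. Next, compounds were pinned at 76 uM and ATP added at 10 uM. After 30 min at 37 °C, ADP detection reagents ran 30 min at ambient temperature.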
# Starred values were filed as active, the others as inactive; i = inactive; ? = inconclusive; / = not tested or not shown; [ ] = dose if it differs, or a comment. Unless noted, calls come from the whole dose curve; as a rule, active = well fitted curve in the direction sought with a large enough effect; inconclusive = small, poorly fitted or top-dose-only effect, or another doubt; inactive = no such curve, though single readings can be large; an effect the other way counts as inactive or inconclusive. This is a subset; rates above refer to the full screens.
SMILES,Akt phos inh,Mm-Cpn inhibitor,EPAC2 antag,Nrf2 ARE act,A549 viability,Nrf2 inh,TGFb inhibitor,EPAC2 agonist,CCT modulator
NS(=O)(=O)c1ccc(CNC(=O)CCC2CCCCC2)cc1,i,-1%,-4%,0.3%,-1%,0%,-8%,2%,-3.5
COc1ccc(C2NC(=O)CCC2[N+](=O)[O-])cc1 (stereo not given),i,-1%,-2%,-0.2%,1%,0%,3%,-2%,2.4
CC1CCc2c(c3ccccc3n2C(=O)CCl)C1 (stereo not given),i,2%,?,2.4%,6%,-10%,-29%,1%,0.5
COc1ccc(NC(=O)c2cccc(S(=O)(=O)NCc3ccccc3)c2)cc1S(N)(=O)=O,i,0%,7%,-0.8%,-10%,2%,0%,7%,1.3
CCOC(=O)c1ccccc1NC(=O)c1ccc2c(=O)n3c(nc2c1)CCCCC3,i,-2%,11%,0.8%,0%,?,0%,-4%,-2.3
COc1cc2c(cc1OC)CN(C(=O)CN(C)S(=O)(=O)c1ccc(NC(C)=O)cc1)CC2,i,-1%,0%,1.8%,-4%,-10%,3%,8%,-1.3
Cc1cc2nc3c(=O)n(CCc4ccccc4)c(=O)[nH]c3nc2cc1N,i,1%,75%[activator],1.3%,24%,2%,83%[activator],100µM*,-0.8
CCOC(=O)C(C)Oc1cccc2c(=O)n(CC(=O)Nc3ccc(OC)cc3)ccc12 (stereo not given),i,/,24%,0.3%,/,/,-23%,-4%,-0.2
Cn1c(=O)c2c(ncn2CC(=O)N/N=C/c2ccc(Br)s2)n(C)c1=O,i,0%,0%,2.6%,1%,-8%,-2%,-7%,-2.4
O=C(O)CCCCCNC(=O)CCn1nnc2ccccc2c1=O,i,1%,-5%[57.1 µM],-0.4%,-2%,1%,-5%,6%,0.3
Cc1cccc(C)c1NC(=O)Cn1c(=O)cc(C)c2c(C)nn(-c3cccc(Cl)c3C)c21,/,/,/,0.3%,-1%,3%,16%,/,/
COc1ccc(CCNC(=O)C2CCC(=O)N(C3CC3)C2)c(OC)c1 (stereo not given),i,-3%,-6%,-0.1%,3%,0%,0%,-1%,-4.2
O=C(C1=C[C@@H](C2CCCCC2)C[C@@H](OCCCCO)O1)N1CCN(Cc2ccccc2)CC1,i,/,22%,0.1%,6%,3%,-2%,2%,-8.5
COCCCNC(=O)c1cccc(S(=O)(=O)N2CC3(C)CC2CC(C)(C)C3)c1 (stereo not given),i,2%,-16%,0.2%,1%,-9%,10%,-2%,-0.8
COc1ccccc1NC(=O)NC1CCS(=O)(=O)C1 (stereo not given),i,0%,1%,-0.5%,0%,9%,-3%,8%,-1.0
CCOc1cc(-c2cc(C(=O)O)c3c(-c4ccccc4)[nH]nc3n2)ccc1O,/,/,/,-0.4%,-5%,1%,0%,/,/
CCCCN(C)C(=S)Nc1ccc2nc3n(c(=O)c2c1)CCCCC3,i,1%,20%,0.1%,-2%,-13%,5%,3%,-0.9
CCOc1ccc(OCCSc2nc3ccccc3[nH]2)cc1,i,-10%,-22%,2.9%,-6%,?,?,30%,1.1
COc1ccc(OC)c(S(=O)(=O)n2nc(-c3ccccc3)cc2N)c1,i,0%,-15%,-1.0%,3%,11%,1%,14%,-1.3
COc1ccc(SC[C@H](Cc2ccccc2)N2CCN(C)CCC2=O)cc1,i,-2%,6%,0.4%,-1%,19%,?,11%,0.6
O=[N+]([O-])c1ccc(N2CCN(c3nc(-c4ccc(Cl)cc4)cs3)CC2)cc1,i,-9%,-3%,0.0%,-10%,-8%,-10%,-3%,0.7
CC1C(=O)Nc2ccccc2N1C(=O)c1ccc(F)cc1 (stereo not given),i,0%,6%,-0.1%,-12%,?,8%,-3%,-1.2
CC(C)Cn1c(SCC(=O)NC2CC2)nc2ccc(Cl)cc2c1=O,i,/,-28%,-1.4%,/,/,-1%,3%,-3.2
CCNC(=O)NC1(C(=O)Nc2ccc3c(c2)OCCO3)CCCCC1,i,-1%,2%,0.3%,-6%,-2%,-2%,2%,0.9
C[C@@H]1CN([C@H](C)CO)C(=O)CCCn2cc(nn2)CO[C@H]1CN(C)C(=O)Nc1ccc(F)cc1,i,/,22%,1.2%,/,/,1%,7%,-2.2

# One compound at a time, from the list above. Order of screens: Akt phos inh, Mm-Cpn inhibitor, EPAC2 antag, Nrf2 ARE act, A549 viability, Nrf2 inh, TGFb inhibitor, EPAC2 agonist, CCT modulator
# Entry for CC(C)Cn1c(SCC(=O)NC2CC2)nc2ccc(Cl)cc2c1=O → i, /, -28%, -1.4%, /, /, -1%, 3%, -3.2
# Entry for NS(=O)(=O)c1ccc(CNC(=O)CCC2CCCCC2)cc1 → i, -1%, -4%, 0.3%, -1%, 0%, -8%, 2%, -3.5

# (list continues)
SMILES,Akt phos inh,Mm-Cpn inhibitor,EPAC2 antag,Nrf2 ARE act,A549 viability,Nrf2 inh,TGFb inhibitor,EPAC2 agonist,CCT modulator
CC1(C)C2CCC1(CS(=O)(=O)NCc1ccc(C(=O)O)cc1)C(=O)C2 (stereo not given),i,1%,-1%[57.1 µM],0.7%,-2%,-5%,-7%,-7%,-1.3
COc1ccc2[nH]c(=O)c(CN(Cc3ccccc3)C(=S)NCC3CCCO3)cc2c1 (stereo not given),i,2%,-1%,1.6%,12%,-11%,-23%,10%,1.1
CCCn1c(SCC(=O)Nc2nnc(C(C)C)s2)nc2c1c(=O)n(C)c(=O)n2C,i,0%,-7%,-0.7%,-2%,?,2%,12%,-1.3
CCO[C@H]1OC(C(=O)Nc2ccccc2)=C[C@@H](C)[C@@H]1CCCO,i,/,8%,0.1%,10%,4%,-19%,7%,-0.4
COC(=O)CN(c1ccc(C(C)C)cc1)S(=O)(=O)c1c(C)[nH]c(=O)[nH]c1=O,i,-1%,-3%,-0.8%,-2%,-1%,0%,-1%,-0.9
C=CCn1c(=NC(=O)CC)n(C)c2ccccc21,i,0%,1%,0.2%,4%,-2%,0%,11%,-6.3
CCCOC(=O)c1ccc(Oc2coc3c(CN(CC)CC)c(O)ccc3c2=O)cc1,i,-5%,7%,-0.1%,1%,?,0%,5%,-13
COc1ccc(Cc2noc(CN(C)CC(O)c3ccccc3)n2)cc1OC (stereo not given),i,-1%,-2%,0.5%,5%,-3%,-6%,-6%,-2.9
Cc1ccc(Cn2c(CN3CCN(c4cccc(Cl)c4)CC3)nc3c2c(=O)n(C)c(=O)n3C)cc1,/,/,/,5.5%,6%,8%,?,/,/
COc1ccc(CN2CCCN(C)CC2)c(OC)c1C,i,0%,10%,-0.2%,1%,2%,9%,-1%,0.4
CC(=O)Nc1cccc(NC(=O)C(=O)NCC(c2ccco2)N2CCc3ccccc32)c1 (stereo not given),i,-6%,-23%,1.7%,-4%,-4%,0%,4%,-0.8
COc1ccccc1C(=O)NC(=O)COC(=O)CNC(=O)c1ccccc1F,i,-2%,7%,-0.6%,1%,-2%,-1%,-1%,-3.6
COc1ccc(NC(=O)CCN2C(=O)c3ccccc3S2(=O)=O)c(OC)c1,i,1%,-8%,0.0%,1%,-1%,3%,10%,-8.9
O=C(O)C1CC(=O)N(CCOc2ccccc2)C1 (stereo not given),i,1%,3%,0.1%,2%,-6%,0%,6%,-1.9
O=[N+]([O-])c1ccc(S(=O)(=O)NNC(=S)NCCc2ccccc2)cc1,i,3%,0%,-0.2%,-1%,-2%,-6%,1%,-2.2
CC1(C)C(=O)OC(c2ccccc2)C2(CCCC2)C1=O (stereo not given),i,1%,-3%,-0.7%,20%,5%,-1%,2%,0.4
CCOC(=O)C1=NN(c2ccccc2C)C2=NC(C)=C(C(=O)OC)C(c3cccc(OC)c3)N12 (stereo not given),i,1%,-9%,0.0%,-7%,19%,-4%,0%,-0.7
CC(C)c1ccc(NC(=O)CCNS(=O)(=O)c2ccc3c(c2)CCCC(=O)N3)cc1,/,/,/,0.8%,10%,9%,1%,/,/
O=C(NCC1CCCCC1)c1cc2ccccc2cc1O,i,2%,-11%,2.5%,-1%,?,?,23%,-1.3
O=S(=O)(c1cccc2cccnc12)N1CCN(c2ccc(F)cc2)CC1,i,0%,-6%,-0.4%,-2%,?,-1%,-6%,1.5
CCN(CC)CCn1c2c(c(SCC(=O)Nc3nc(C)cs3)nc1=O)CCCC2,i,1%,-25%,0.6%,4%,-18%,20%,3%,0.3
Cc1ccc(-c2cc(C(=O)N/N=C\c3cnn(C)c3C)c3ccccc3n2)cc1C,i,2%,-2%,0.3%,1%,2%,-5%,-12%,-0.2
Cc1nn(CCC(=O)NNC(=S)Nc2ccc(F)cc2)c(C)c1[N+](=O)[O-],i,2%,6%,0.2%,-1%,8%,2%,5%,0.7
Nc1ccc(S(=O)(=O)Nc2ccnn2-c2ccccc2)cc1,i,-1%,29%,-0.3%,?,?,?,-2%,-0.6
CCN(CC)S(=O)(=O)c1ccc(C(=O)NCC(c2cccs2)N2CCOCC2)cc1 (stereo not given),i,-2%,-17%,-0.4%,2%,-1%,-4%,-3%,-4.8
COC(=O)c1cccc(C23CC4(C2)[C@H](CN(Cc2ccc(C(F)(F)F)cc2)[C@@H]4c2ccccc2)C3c2ccc(C(F)(F)F)cc2)c1 (stereo not given in full),i,1%,-2%,5.2%,-5%,?,-20%,-2%,-0.2

# As entered above.
# CCO[C@H]1OC(C(=O)Nc2ccccc2)=C[C@@H](C)[C@@H]1CCCO | Nrf2 inh = 4%
# COc1ccc2[nH]c(=O)c(CN(Cc3ccccc3)C(=S)NCC3CCCO3)cc2c1 (stereo not given) | EPAC2 agonist = 10%
